IDH1 mut inh: inhibitors of IDH1 R132H reductase, primary screen, biochemical, plate reader, single point; Isocitrate dehydrogenase [NADP] cytoplasmic (Homo sapiens), O75874; diaphorase/resazurin fluorescence, 60 min; inhibition, % at 10 µM; 0.18% of 70,000 active; AID 624101, 2012; in the data active means inhibition above about 34%;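 further: 0% = DMSO and 100% = no enzyme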
Target sequence (O75874 whole entry R132H): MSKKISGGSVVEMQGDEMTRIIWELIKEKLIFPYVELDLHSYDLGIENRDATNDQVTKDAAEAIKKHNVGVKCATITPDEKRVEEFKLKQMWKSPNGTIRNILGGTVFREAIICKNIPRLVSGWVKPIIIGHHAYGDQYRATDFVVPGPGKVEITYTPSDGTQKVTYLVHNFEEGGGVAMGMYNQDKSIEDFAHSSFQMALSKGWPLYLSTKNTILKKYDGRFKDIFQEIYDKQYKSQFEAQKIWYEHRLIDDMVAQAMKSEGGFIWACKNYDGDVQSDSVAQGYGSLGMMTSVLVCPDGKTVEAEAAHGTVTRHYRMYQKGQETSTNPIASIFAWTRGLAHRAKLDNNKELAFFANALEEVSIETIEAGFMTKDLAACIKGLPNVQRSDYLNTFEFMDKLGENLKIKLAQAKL
PRC2 inh: EZH2/PRC2 methyltransferase inhibitors, primary screen, biochemical, DELFIA time-resolved fluorescence, single point; PRC2 H3K27 methylation, DELFIA TRF, 1 h; Histone-lysine N-methyltransferase EZH2 (Homo sapiens), Q15910; 0.35% of 57,000 active; inhibition, % at 12.5 µM;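 active means mean inhibition of replicates at least 50% and every single replicate also reaching 50%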;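 further: dimethyl H3K27 on biotinylated H3 21-44 peptide detected by antibody; plate controls were median neutral control wells for no effect and median positive control wells for full effect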
Active calls of the source: *; . = not tested or not shown.

smiles,PRC2 inh,IDH1 mut inh
C[C@@H]1CN([C@H](C)CO)C(=O)c2ccccc2-c2ccccc2CO[C@@H]1CN(C)C(=O)c1ccccc1,-8,-1.1
C[C@@H]1CN([C@@H](C)CO)S(=O)(=O)c2ccc(-c3ccccc3)cc2O[C@H]1CN(C)C(=O)Nc1ccccc1F,-5,1.8
CO[C@@H]1CN(C)C(=O)c2ccc(NC(=O)C3CC3)cc2OC[C@H](C)N(Cc2ccncc2)C[C@H]1C,-2,0.0
COc1ccc(S(=O)(=O)NC2CCN(Cc3cccc(OCCO)c3)CC2)cc1,-8,.
C[C@H](CO)N1C[C@H](C)[C@@H](CN(C)CC2CC2)Oc2c(NC(=O)c3nc4ccccc4s3)cccc2C1=O,-4,-2.6
Cc1cc(C)nc(SCC(=O)c2ccc3c(c2)OCCO3)n1,.,-0.1
COc1ccccc1NC(=O)COc1ccccc1C(=O)Nc1ccccc1,15,0.2
C[C@H]1CN([C@@H](C)CO)C(=O)c2cc(C#CC3CCCCC3)cnc2O[C@@H]1CN(C)C(=O)Cc1ccccn1,-6,.
C[C@@H]1CN([C@@H](C)CO)C(=O)c2cc(NC(=O)Nc3cccc4ccccc34)ccc2O[C@@H]1CN(C)S(=O)(=O)c1ccc(F)cc1,.,1.3
C[C@@H]1CN([C@H](C)CO)C(=O)Cc2cc(NC(=O)CCN3CCOCC3)ccc2O[C@@H]1CN(C)Cc1ccc(C(F)(F)F)cc1,-28,-4.2
CCC(=O)N[C@@H]1CC[C@H](CCNS(=O)(=O)c2ccc(Cl)cc2)O[C@H]1CO,7,-0.1
CC(C)NC(=O)Nc1ccc2c(c1)C(=O)N([C@H](C)CO)C[C@@H](C)[C@@H](CN(C)C(=O)NC1CCCCC1)OCCCC[C@H](C)O2,-5,2.0
C[C@@H]1CN([C@H](C)CO)C(=O)Cc2cc(NS(C)(=O)=O)ccc2O[C@H]1CN(C)Cc1ccc(C(=O)O)cc1,.,4.9
C[C@@H]1CN([C@@H](C)CO)C(=O)Cc2cc(NS(=O)(=O)c3ccc(Cl)cc3)ccc2O[C@H]1CN(C)Cc1ccncc1,5,10
C[C@H](CO)N1C[C@H](C)[C@H](CN(C)C(=O)Cc2cccnc2)Oc2cc(C3=CCCCC3)ccc2S1(=O)=O,11,16
OCC1OC(OCC2OC(NCCc3ccc(O)cc3)C(O)C(O)C2O)C(O)C(O)C1O (centres undefined),.,-0.5
C[C@H]1CN([C@@H](C)CO)S(=O)(=O)c2ccc(-c3cccc(C#N)c3)cc2O[C@@H]1CN(C)C(=O)c1ccncc1,-5,0.3
C[C@H](CO)N1C[C@H](C)[C@@H](CN(C)S(=O)(=O)c2cccc(F)c2)Oc2ncc(C#CC3(O)CCCC3)cc2C1=O,0,-1.9
Cc1ccc([N+](=O)[O-])cc1S(=O)(=O)NCCc1c(C)[nH]c2ccccc12,-11,8.4
O=C1CC(NCc2cccnc2)C(=O)N1c1ccccc1 (centres undefined),5,0.5

Reprinted at random: 2 records from the list
smiles,PRC2 inh,IDH1 mut inh
O=C1CC(NCc2cccnc2)C(=O)N1c1ccccc1 (centres undefined),5,0.5
OCC1OC(OCC2OC(NCCc3ccc(O)cc3)C(O)C(O)C2O)C(O)C(O)C1O (centres undefined),.,-0.5

(listing goes on)
smiles,PRC2 inh,IDH1 mut inh
Cc1ccc(S(=O)(=O)N(C)C[C@@H]2Oc3cc(Br)ccc3S(=O)(=O)N([C@@H](C)CO)C[C@H]2C)cc1,10,-1.8
C[C@@H]1CN([C@@H](C)CO)C(=O)c2cc(NS(=O)(=O)c3ccc(Cl)cc3)ccc2O[C@H]1CN(C)Cc1ccc(C(=O)Nc2ccccc2N)cc1,18,.
CC(C)NC(=O)N(C)C[C@H]1OCCCC[C@H](C)Oc2ccc(NC(=O)c3ccncc3)cc2C(=O)N([C@@H](C)CO)C[C@H]1C,-14,13
CN1CCN(S(=O)(=O)c2ccc(NC(=O)C3CC=CCC3C(=O)O)cc2)CC1 (centres undefined),-9,0.2
CCn1c(SCC(=O)Nc2ccc(F)c(F)c2F)nnc1-c1ccccc1O,-10,0.3
COc1ccc(S(=O)(=O)N(C)C[C@@H]2Oc3ccc(NS(=O)(=O)c4ccc(F)cc4)cc3CC(=O)N([C@@H](C)CO)C[C@@H]2C)cc1,.,-0.7
COc1ccc(C(=O)Nc2ccc3c(c2)OC[C@H](C)N(C(C)=O)C[C@H](C)[C@@H](OC)CN(C)C3=O)cc1,-21,0.0
CO[C@@H]1CN(C)C(=O)c2ccc(NC(=O)Nc3c(C)noc3C)cc2OC[C@@H](C)N(C)C[C@H]1C,0,0.1
Cc1cc(C)c(NC(=O)CSc2nnc(-c3ccc(Br)cc3)o2)c(C)c1,-18,0.2
CO[C@@H]1CN(C)C(=O)c2cc(NS(=O)(=O)c3cccc(F)c3)ccc2OC[C@H](C)N(Cc2cc(F)ccc2F)C[C@H]1C,29,0.5
COc1ccc(CCNc2ccncn2)cc1OC,.,0.9
C[C@@H]1CN([C@@H](C)CO)C(=O)Cc2cc(NS(=O)(=O)c3ccccc3)ccc2O[C@H]1CN(C)Cc1ccc2c(c1)OCO2,-9,1.9
C[C@@H]1CCCCO[C@@H](CN(C)C(=O)Nc2ccc(C(F)(F)F)cc2)[C@H](C)CN([C@@H](C)CO)C(=O)c2cc(NC(=O)Nc3ccccc3)ccc2O1,.,-0.7
CCCC(=O)Nc1ccc2c(c1)C(=O)N(C)C[C@H](OC)[C@H](C)CN(CC1CCOCC1)[C@H](C)CO2,5,0.2
C[C@@H]1CCCCO[C@H](CN(C)C(=O)Nc2cccc3ccccc23)[C@H](C)CN([C@@H](C)CO)C(=O)c2cc(N(C)C)ccc2O1,-7,-3.7
CCCC(=O)Nc1ccc2c(c1)C(=O)N(C)C[C@H](OC)[C@H](C)CN(C)[C@H](C)CO2,-4,0.2
C[C@@H]1CN([C@H](C)CO)S(=O)(=O)c2ccc(C#Cc3ccccc3)cc2O[C@@H]1CN(C)CC1CC1,-26,-4.6
C[C@@H]1CN([C@@H](C)CO)C(=O)c2cc(/C=C/c3ccccc3)cnc2O[C@@H]1CN(C)C(=O)c1ccc2c(c1)OCO2,-6,-5.0
CC(C)CC#Cc1ccc2c(c1)O[C@H](CN(C)C(=O)CC1CC1)[C@H](C)CN([C@@H](C)CO)S2(=O)=O,-6,-0.3
O=C(NCC[C@H]1CC[C@H](NC(=O)C2CCCC2)[C@@H](CO)O1)Nc1ccc(Cl)cc1,0,0.2
Cc1ccc(N2CC(C(=O)NCc3cccnc3)CC2=O)cc1 (centres undefined),.,0.4
Cc1noc(C)c1NC(=O)N(C)C[C@H]1Oc2ccc(NC(=O)Nc3ccc(C(F)(F)F)cc3)cc2C(=O)N([C@@H](C)CO)C[C@H]1C,.,0.0
CCC(=O)N[C@@H]1CC[C@@H](CC(=O)NCc2cc(F)cc(F)c2)O[C@@H]1CO,10,0.2
COc1ccccc1CC(=O)Nc1ccc2c(c1)C(=O)NC2=O,7,-0.7
O=C(C[C@H]1C=C[C@H](NC(=O)C2CCC2)[C@@H](CO)O1)NC1CCCCC1,2,2.9
CC(C)NC(=O)Nc1ccc2c(c1)C(=O)N([C@H](C)CO)C[C@@H](C)[C@@H](CN(C)C)OCCCC[C@H](C)O2,5,4.2
CCOC(=O)c1c(C2COc3ccccc3O2)csc1NC(=O)c1ccccc1 (centres undefined),15,1.0
Cn1cc(/C=N/NC(=O)CCCCCC(=O)NO)c2ccccc21,3,.
COCC(=O)N(C)C[C@@H]1Oc2ncc(C#CC(C)(C)O)cc2C(=O)N([C@@H](C)CO)C[C@H]1C,3,-0.4
COc1ccc(CC(=O)Nc2ccc(C(=O)Nc3ccccc3C(=O)O)cc2)cc1OC,-13,0.0
O=C(C[C@@H]1C[C@H]2c3cc(NS(=O)(=O)c4ccc(F)cc4)ccc3O[C@H]2[C@@H](CO)O1)N1CCCCC1,4,0.3
CCn1cc(C(=O)O)c(=O)c2ccc(C)nc21,.,0.9
CC(=O)Oc1ccc(C(c2ccc(OC(C)=O)cc2)c2ccccn2)cc1,.,-0.8
C[C@H](CO)N1C[C@H](C)[C@H](CN(C)C(=O)Nc2ccc(C(F)(F)F)cc2)Oc2ccc(NC(=O)C3CCCCC3)cc2C1=O,-26,1.3
CN1CCN(S(=O)(=O)c2ccc(Sc3nc4ccccc4[nH]3)c3nsnc23)CC1,1,-0.4
C[C@@H]1CN([C@H](C)CO)C(=O)c2cccc(NC(=O)C3CCCCC3)c2O[C@H]1CN(C)Cc1ccc(C(=O)Nc2ccccc2N)cc1,-9,.
Cc1noc(C)c1NC(=O)N(C)C[C@@H]1OCCCC[C@H](C)Oc2ccc(NC(=O)C3CCCCC3)cc2C(=O)N([C@@H](C)CO)C[C@H]1C,.,-0.1
CC(C)NC(=O)N(C)C[C@@H]1OCCCC[C@@H](C)Oc2ccc(NS(=O)(=O)c3ccc(Cl)cc3)cc2C(=O)N([C@H](C)CO)C[C@@H]1C,.,1.5
COc1ccc(CNC(=O)C[C@H]2C[C@@H]3c4cc(NC(=O)C5CCC5)ccc4O[C@@H]3[C@@H](CO)O2)cc1,-2,0.7
O=C(Cc1coc2ccc3ccccc3c12)Nc1cccnc1,.,-0.8
CCOC(=O)c1c(NC(=O)C2COc3ccccc3O2)sc2c1CCCC2 (centres undefined),-5,0.3
CO[C@H](CN(C)CC1CCOCC1)[C@H](C)CN(C(=O)Nc1ccc(F)cc1)[C@H](C)CO,18,0.2
Cc1noc(C)c1NC(=O)Nc1cccc2c1O[C@H](CN(C)Cc1ccc(C(=O)O)cc1)[C@@H](C)CN([C@H](C)CO)C2=O,.,-1.3
C[C@H](CO)N1C[C@H](C)[C@@H](CN(C)Cc2cccc(F)c2)Oc2cc(C#CC3CC3)ccc2S1(=O)=O,15,-0.3
C[C@@H]1CN([C@@H](C)CO)C(=O)c2ccccc2-c2ccccc2CO[C@@H]1CN(C)S(=O)(=O)c1ccccc1,12,-0.1
CSc1nnc(-c2ccc(C(F)(F)F)nc2C)o1,8,-0.2
COCC(=O)Nc1ccc2c(c1)C(=O)N(C)C[C@@H](OC)[C@H](C)CN(C(=O)Cc1ccccn1)[C@H](C)CO2,-3,-0.1
C[C@H](CO)N1C[C@H](C)[C@H](CN(C)Cc2ccc(C(=O)Nc3ccccc3N)cc2)Oc2ccc(NC(=O)Cc3ccccc3)cc2CC1=O,-32,.
O=C(COc1ccccc1[N+](=O)[O-])Nc1cccc2ncccc12,-22,-0.4
COC(=O)c1cc(NC(=O)COc2c(C)cc(C)cc2Cl)cc(C(=O)OC)c1,21,0.0
C=CC(C)(CC/C=C(\C)C(=O)O)O[C@@H]1O[C@H](C)[C@@H](O)[C@H](O)[C@H]1O (some centres undefined),.,0.3
O=C(C[C@H]1C=C[C@@H](NC(=O)C2CC2)[C@H](CO)O1)NCc1ccncc1,2,0.1
Cc1noc(C)c1NC(=O)N[C@@H]1CC[C@@H](CCNC(=O)C2CCCCC2)O[C@H]1CO,-21,0.1
C[C@H]1CN([C@@H](C)CO)C(=O)c2cc(NC(=O)Cn3cnnn3)ccc2O[C@@H]1CN(C)C(=O)NC1CCCCC1,.,1.2
CO[C@@H]1CN(C)C(=O)c2cc(NC(C)=O)ccc2OC[C@@H](C)N(C(=O)C2CC2)C[C@H]1C,1,-0.1
CC(C)NC(=O)Nc1ccc2c(c1)C(=O)N([C@H](C)CO)C[C@H](C)[C@H](CN(C)Cc1ccccc1)OCCCC[C@@H](C)O2,7,1.7
COc1ccc(NC(=O)c2ccco2)cc1NC(=S)NC(=O)c1ccc(-c2cccc(Cl)c2)o1,2,0.4
COCCNC(=O)C[C@H]1C[C@@H]2c3cc(NC(=O)C4CCC4)ccc3O[C@@H]2[C@@H](CO)O1,-5,3.2
O=C(CSc1nnc(-c2cccnc2)o1)c1ccc(Oc2ccccc2)cc1,15,0.5
C[C@H]1CN([C@@H](C)CO)C(=O)c2cc(C#CC3CC3)cnc2O[C@@H]1CN(C)C(=O)c1ccc(F)cc1,13,-0.6
COc1ccc(NC(=O)Nc2ccc3c(c2)C(=O)N([C@@H](C)CO)C[C@@H](C)[C@H](CN(C)S(=O)(=O)c2ccc(OC)cc2)O3)cc1,.,-1.1

Record cards, as listed above.
CO[C@@H]1CN(C)C(=O)c2ccc(NC(=O)C3CC3)cc2OC[C@H](C)N(Cc2ccncc2)C[C@H]1C is listed with PRC2 inh: -2; IDH1 mut inh: 0.0
COc1ccc(C(=O)Nc2ccc3c(c2)OC[C@H](C)N(C(C)=O)C[C@H](C)[C@@H](OC)CN(C)C3=O)cc1 is listed with PRC2 inh: -21; IDH1 mut inh: 0.0

Bioassay records: PubChem BioAssay, Broad Institute

A portion of the library. The share of hits here may be higher or lower than overall.
